Screens (PubChem BioAssay)
esBAF inh: Bmi1 luciferase reporter increase in mESCs, primary screen, esBAF inhibitor project, mouse ES cells, Bmi1 luciferase knock-in, single point | reporter increase, % at 12.5 µM | 2% of 350,000 active | 24 h; 100% = twice the neutral-well signal; in the data active = activation above about 40%; inconclusive = no clear call, values can overlap the other calls;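 also: 0% = median of the plate's neutral control wells and 100% = double that signal; a rise in the Bmi1 reporter signal indicates esBAF inhibition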
RAD54 inh: inhibitors of human RAD54 branch migration, primary screen, biochemical, fluorescence, single point; DNA repair and recombination protein RAD54-like (Homo sapiens), Q92698; inhibition, % at 10.4 µM; 0.14% of 360,000 active; RAD54 Holliday junction branch migration, FAM/BHQ fluorescence;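 active = mean normalized replicate activity at least 40 and at least half of replicates scoring 40 or more; inconclusive = only one of the two criteria met; inactive = mean below 40 and under half of replicates reaching 40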;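 also: 0% = median of neutral control wells and 100% = median of positive control wells; inhibitors cause a drop in the FAM fluorescence signal; in these data hits start at about 50%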
S100A4 MyoIIA: inhibitors of S100A4-myosin IIA peptide binding, primary screen, biochemical, fluorescence polarization, TAMRA-MyoIIA peptide. Protein S100-A4 (Homo sapiens), P26447. inhibition, % at 10.7 µM. 0.14% of 360,000 active. AID 652163, 2013;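 active = mean inhibition of at least 70% across replicates, with every replicate also reaching that level; inconclusive = mean inhibition reaches 70% but some replicates fall short; inactive = mean inhibition below 70%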
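assay system = human S100A4 monomer with TAMRA-labelled myosin IIA peptide | also added = labelled myosin peptide probe, 5 nM | incubation = 5 min between mix addition and reading | control set = DMSO and TFP controls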
RAD52 anneal inh: RAD52 DNA annealing inhibitors, primary screen, biochemical, FRET, single point, set 2; 0.46% of 360,000 active; inhibition, % at 18.7 µM; DNA repair protein RAD52 homolog (Homo sapiens), P43351; recombinant RAD52 DNA annealing, FRET fluorescence;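 active = every replicate showing at least 50% inhibition; inconclusive = mean inhibition at least 50% but not in every replicate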
Target sequence (P43351 whole entry, looked up): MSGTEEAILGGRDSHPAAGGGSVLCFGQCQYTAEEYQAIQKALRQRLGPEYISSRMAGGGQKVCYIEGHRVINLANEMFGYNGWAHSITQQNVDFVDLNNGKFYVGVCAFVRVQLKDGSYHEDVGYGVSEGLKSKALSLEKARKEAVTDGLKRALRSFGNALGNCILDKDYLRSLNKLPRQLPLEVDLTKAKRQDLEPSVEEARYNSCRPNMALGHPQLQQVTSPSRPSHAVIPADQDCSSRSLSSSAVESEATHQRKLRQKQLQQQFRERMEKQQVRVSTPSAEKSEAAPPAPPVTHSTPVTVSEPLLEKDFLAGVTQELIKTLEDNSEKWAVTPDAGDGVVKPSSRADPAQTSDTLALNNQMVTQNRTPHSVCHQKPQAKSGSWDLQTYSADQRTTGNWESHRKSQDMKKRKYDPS
XiGFP reactiv: activators of inactive X chromosome reactivation, primary screen, imaging, XiGFP fibroblasts, GFP high-content imaging, set 2; XiGFP mouse fibroblasts, % GFP-positive cells imaging, 3 d; cells co-treated with 5-aza-dC sensitizer; scaled so ellipticine positive control = 100%; activation, % at 7.58 µM; 0.055% of 360,000 active; AID 743238, 2013;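 active = mean normalized replicate activation at least 10% and every replicate at or above 10%; inconclusive = only one of the two criteria met; inactive = mean below 10% and not all replicates reach 10%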;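 also: 0% = median of on-plate neutral control wells and 100% = ellipticine 6 µM median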
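Material: XiGFP fibroblasts, SV40-immortalized. Buffer or medium: DMEM plus 5-aza-dC sensitizer. Compound: single concentration per compound, delivered by pin transfer. Times: 3 days compound exposure. Controls: ellipticine 6 µM.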
E-selectin induc: E-selectin induction in HUVECs, primary screen, imaging, HUVEC, immunofluorescence imaging, single point; P16581; normalized: neutral wells 0, TNF-alpha wells 100; activation, % at 7.58 µM; 0.37% of 260,000 active;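 active = mean E-selectin-positive cell signal at least 10% of the positive control, reached in at least 60% of replicates, without over 20% cell loss; inconclusive = no rule given, readout overlaps actives, possibly toxicity-flagged; inactive = the rest, including those meeting only one limit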;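 also: in these data hits start at about 27%; measured in HUVEC primary endothelial cells; signal is the percent of cells scored E-selectin positive by PE staining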
Target sequence (P16581 whole entry, looked up): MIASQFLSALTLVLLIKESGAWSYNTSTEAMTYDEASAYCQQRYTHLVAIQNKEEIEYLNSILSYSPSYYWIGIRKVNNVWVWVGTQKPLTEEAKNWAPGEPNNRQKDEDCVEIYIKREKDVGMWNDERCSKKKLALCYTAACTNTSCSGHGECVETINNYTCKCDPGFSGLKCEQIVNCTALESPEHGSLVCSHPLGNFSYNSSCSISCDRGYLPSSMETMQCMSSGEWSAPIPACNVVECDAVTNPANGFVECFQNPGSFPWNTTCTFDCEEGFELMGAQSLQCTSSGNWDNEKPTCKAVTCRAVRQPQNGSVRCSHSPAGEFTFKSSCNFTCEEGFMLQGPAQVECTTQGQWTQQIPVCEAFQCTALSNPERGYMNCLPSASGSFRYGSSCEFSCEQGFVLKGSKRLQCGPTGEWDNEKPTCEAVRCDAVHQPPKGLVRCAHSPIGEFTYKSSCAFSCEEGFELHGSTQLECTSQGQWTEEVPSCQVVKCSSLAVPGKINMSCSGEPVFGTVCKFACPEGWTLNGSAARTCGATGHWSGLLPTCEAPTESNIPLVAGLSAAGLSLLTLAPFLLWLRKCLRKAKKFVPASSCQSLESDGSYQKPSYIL
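Assay system: HUVEC primary endothelial cells. Input: 3,000 HUVEC seeded per well. Doses: one compound dose added by pin transfer. Read-out basis: % PE-positive cells. Benchmarks: TNF-alpha high, DMSO low. Detection: immunofluorescence imaging. Buffer or medium: EGM-2, gelatin.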
ERAP1 HTS inh: human ERAP1 aminopeptidase inhibitors, primary screen, biochemical, single point, plate reader. Endoplasmic reticulum aminopeptidase 1 (Homo sapiens), Q9NZ08. recombinant ERAP1, Leu-AMC fluorescence, 60 min. inhibition, % at 10.7 µM. 0.15% of 340,000 active. AID 652197, 2013;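 active = mean replicate inhibition of at least 30%, or all replicates individually reaching that 30% level; inactive = mean below 30% and not every replicate reaching it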;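 also: 0% = neutral control wells and 100% = L-leucinethiol positive control wells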
ERp5 inh: inhibitors of ERp5-driven insulin aggregation, primary screen, biochemical, turbidity, absorbance 650 nm, single point; 90 min; inhibition, % at 9.99 µM; 0.05% of 350,000 active; AID 651711, 2012;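 active = mean replicate inhibition above about 25%, with every replicate also reaching it, limit read from the data, passing the limit was not always enough; inconclusive = only one of those two criteria met; inactive = neither criterion met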
Active calls of the source: *; ? = inconclusive; . = no result given; & = joins results of further samples.

#	mol	esBAF inh	RAD54 inh	S100A4 MyoIIA	RAD52 anneal inh
1	NS(=O)(=O)c1ccc(N=Nc2ccc(O)c3ncccc23)cc1	.	.	-3	-4
2	O=C(C1CCCC1)N1[C@@H](CO)[C@@H](c2ccccc2)C12CN(Cc1cccc(Cl)c1)C2	.	.	0	-133
3	C[C@H](CO)N1C[C@H](C)[C@@H](CN(C)S(=O)(=O)c2cn(C)cn2)OCCCC[C@H](C)Oc2ccc(NC(=O)Nc3ccc(C(F)(F)F)cc3)cc2C1=O	2	-2	.	.
4	O=C(c1ccc(S(=O)(=O)Cc2ccccc2F)c([N+](=O)[O-])c1)N1CCCCCC1	0	-7	1	-7
5	CC1CN(C(=O)C2CC2)C(C)CN1C(=O)C1CC1 (configuration not stated)	.	4	-1	-4
6	O=C(c1ccccc1)N(Cc1cccs1)C1CCS(=O)(=O)C1 (configuration not stated)	-10	-4	-6	-9
7	Cc1ccc(N(CC(=O)NCC2CCCO2)C(=O)CCC(=O)Nc2cc(C)on2)cc1 (configuration not stated)	4	4	-3	-3
8	C/C=C/Cn1cccc(C(=O)Nc2ccc(OC)cc2)c1=O	.	.	6	-3
9	O=C1NC[C@H](CCCCN2C[C@H](Cc3ccc(O)cc3)N(CCc3ccc(O)cc3)C(=O)C2=O)N(CCc2ccc(O)cc2)C1=O	.	.	1	-9
10	O=C(NC1CCc2ccccc21)C12CN(Cc3ccccc3)CC1C(c1cccc([N+](=O)[O-])c1)=NO2 (configuration not stated)	-3	-3	6	-32
11	CO[C@@H]1CN(C)C(=O)c2cc(NC(=O)C3CC3)ccc2OC[C@H](C)N(C(=O)C2CCCCC2)C[C@H]1C	2	1	-8	-9
12	Cc1ccc(C(=O)O/N=C(\N)Cc2ccc([N+](=O)[O-])cc2)c(Cl)c1	1	.	5	-11

#	XiGFP reactiv	E-selectin induc	ERAP1 HTS inh	ERp5 inh
1	0.0	-0.3	4	-2
2	0.2	0.0	2	-2
3	-0.8	0.4	.	.
4	0.0	-3.0	0	4
5	-0.1	-0.9	1	1
6	.	.	6	3
7	0.2	.	-5	-4
8	0.1	.	-1	0
9	-0.2	-0.1	-12	4
10	0.0	-0.1	0	-1
11	0.2	-0.3	4	3
12	0.4	5.1	5	5

Remaining list, next part:
#	mol	esBAF inh	RAD54 inh	S100A4 MyoIIA	RAD52 anneal inh
13	CCN1CNC(=S)N(CCc2ccccc2)C1	.	.	2	-10
14	COc1cccc(-c2ccc(SCC(=O)NCCc3ccccc3)nn2)c1	.	.	-17	-41
15	Cc1ccc(NCc2ccc(O)c3ncccc23)cc1	.	.	-5	-5
16	Cc1ccc(Cl)cc1N1CCN(S(=O)(=O)c2cc3c(cc2C)NC(=O)CO3)CC1	0	-9	-1	-1
17	CCN1CCN(C(=O)C2=CC(c3ccc(OC)cc3)=NS(=O)(=O)N2C)CC1	-3	1	-3	5
18	Cn1cncc1C#Cc1c(-c2ccsc2)sc2ccccc12	-6	2	46	-10
19	Cc1onc(-c2ccccc2)c1C(=O)NCCSCc1ccco1	-3	1	-7	-16
20	Cc1cc(NS(=O)(=O)c2ccc(NC(=O)CCCOc3ccccc3C)cc2)nc(C)n1	2	-12	-6	-20
21	CCN(CC)c1ccc(/C=N/Nc2nc(C)cc(=O)[nH]2)c(O)c1	-62	.	-4	-79
22	CC1(C(=O)NS(=O)(=O)C2CC2)CCCN(C(=O)c2ccccc2OC(F)(F)F)C1 (configuration not stated)	-3	6	-4	-12
23	CC(C)C(N)c1csc(NC(=O)Nc2cccc(Cl)c2)n1 (configuration not stated)	0	-1	-5	-10
24	Nc1c(Cl)cc(-c2csc(NCCc3nc4cc(Cl)c(Cl)cc4n3CCCO)n2)cc1Cl	-2	-2	-3	-13

#	XiGFP reactiv	E-selectin induc	ERAP1 HTS inh	ERp5 inh
13	0.0	.	1	7
14	0.0	.	3	-11
15	0.1	.	1	3
16	-0.3	-0.1	-3	-4
17	-0.3	0.1	2	-3
18	0.0	0.2	8	-1
19	0.0	.	2	1
20	0.0	0.3	-5	0
21	0.0	4.7	0	2
22	0.0	0.1	1	0
23	0.1	1.3	-2	3
24	0.0	-0.1	1	8

Sorted by SMILES length (highest first): 3 of the compounds above.
#	mol	esBAF inh	RAD54 inh	S100A4 MyoIIA	RAD52 anneal inh
22	CC1(C(=O)NS(=O)(=O)C2CC2)CCCN(C(=O)c2ccccc2OC(F)(F)F)C1 (configuration not stated)	-3	6	-4	-12
16	Cc1ccc(Cl)cc1N1CCN(S(=O)(=O)c2cc3c(cc2C)NC(=O)CO3)CC1	0	-9	-1	-1
14	COc1cccc(-c2ccc(SCC(=O)NCCc3ccccc3)nn2)c1	.	.	-17	-41

#	XiGFP reactiv	E-selectin induc	ERAP1 HTS inh	ERp5 inh
22	0.0	0.1	1	0
16	-0.3	-0.1	-3	-4
14	0.0	.	3	-11

Next compounds:
#	mol	esBAF inh	RAD54 inh	S100A4 MyoIIA	RAD52 anneal inh
25	CCCNC(=O)CN1C(=O)NC(CCc2ccccc2)C1=O (configuration not stated)	.	.	-2	-5
26	Cc1nc(NC(=O)c2ccc(OCC(C)C)cc2)sc1Cc1ccc2c(c1)OCO2	.	.	-8	-73
27	CCOC(=O)C(c1ccccc1)C(Nc1ccc(Cl)c(Cl)c1)c1ccccn1 (configuration not stated)	.	3	4	-9
28	Cc1ccc(C)c(N2CCN(C(=O)c3ccc4c(c3)c(C)c(C)n4C)CC2)c1	-3	1	-23	-19
29	O=c1cc[nH]c2c(Cl)cccc12	31	3	?	-8
30	C[C@H](CO)N1C[C@H](C)[C@H](CN(C)C(=O)C2CCC2)Oc2cc(-c3cncnc3)ccc2S1(=O)=O	-4	-4	9	3
31	C[C@@H]1CN([C@H](C)CO)C(=O)c2cc(NS(=O)(=O)c3ccc(Cl)cc3)ccc2O[C@@H](C)CCCCO[C@H]1CN(C)S(=O)(=O)c1cccs1	1	-1	-3	-28
32	COc1ccc(NC(=O)Nc2nc3c(s2)CCCC3)cc1	.	-8	1	-15
33	CN(C)c1cccc2cccc(N(C)C)c12	.	-4	-2	93*
34	COCC(C)n1c(C)cc(C(=O)COC(=O)c2cc(=O)[nH]c3ccccc23)c1C (configuration not stated)	-57	-7	3	-11
35	CCn1c(C)nc2cc(C(=O)NNC(=O)c3ccc(C)cc3)ccc21	28	-7	0	5
36	C/C(=N\NC(=O)c1cc(O)cc(O)c1)c1ccc(NC(=O)Cc2ccccc2)cc1	16	2	-5	-5

#	XiGFP reactiv	E-selectin induc	ERAP1 HTS inh	ERp5 inh
25	0.2	-0.1	-1	4
26	0.2	3.9	-3	4
27	0.2	0.0	6	-7
28	-0.1	-0.1	0	5
29	0.0	0.3	-1	8
30	-0.5	1.1	-1	10
31	-0.1	.	-2	-2
32	0.0	.	-2	6
33	0.2	0.2	3	-2
34	2.5	-0.4	0	-1
35	0.1	-0.2	-1	3
36	0.0	.	-2	12

(cont.)
#	mol	esBAF inh	RAD54 inh	S100A4 MyoIIA	RAD52 anneal inh
37	COc1ccc(OC)c(NC(=O)C(C)Oc2ccc(Br)cc2)c1 (configuration not stated)	.	.	-8	-6
38	CN(C)/C=C/C(=O)c1ccc(S(=O)c2ccccc2)cc1 (configuration not stated)	.	.	2	-11
39	O=C(c1ccc(Cl)c(S(=O)(=O)N2CCOCC2)c1)N1CCOCC1	-6	-7	-3	-8
40	CCOc1ncccc1C(=O)OCC(=O)N1CCC(C)CC1	1	1	-2	-7
41	NC(COCc1ccccc1)c1csc(Nc2cc(Oc3ccccc3)ncn2)n1 (configuration not stated)	-8	-9	2	-137
42	CO[C@@H]1CN(C)C(=O)c2cc(NS(C)(=O)=O)ccc2OC[C@@H](C)NC[C@@H]1C	.	.	-3	10
43	NNC(=O)c1ccc(CSc2n[nH]c(=O)[nH]c2=O)cc1	.	-3	-2	-1
44	CC(C)C#Cc1cnc2c(c1)C(=O)N([C@@H](C)CO)C[C@@H](C)[C@@H](CN(C)C(=O)C1CCC1)O2	0	1	-11	17
45	COc1cc(C2CC(c3cccs3)=NN2C(=O)CCl)ccc1OC(F)F (configuration not stated)	5	-23	-9	-410
46	Cn1c(Nc2cccc(Cl)c2)nc2ccccc21	53*	3	-2	-13
47	C[C@H](CO)N1C[C@H](C)[C@@H](CN(C)Cc2ccc(C(=O)O)cc2)Oc2c(NS(=O)(=O)c3ccccc3)cccc2C1=O	0	-12	-13&2	10&-7
48	CCN1CCN(c2ccc(S(=O)(=O)N3CCCCC3)cc2NC(=O)c2cccc(C(F)(F)F)c2)CC1	.	11	-1	4
49	CCC1(c2ccccc2)NC(=O)N(CC(=O)Nc2cc(S(=O)(=O)N3CCCCC3)ccc2OC(C)C)C1=O (configuration not stated)	7	1	-10	-20
50	C[C@H](CO)N1C[C@H](C)[C@@H](CN(C)C(=O)Nc2cccc3ccccc23)Oc2ccc(NC(=O)NC3CCCCC3)cc2C1=O	-1	-4	?	0

#	XiGFP reactiv	E-selectin induc	ERAP1 HTS inh	ERp5 inh
37	0.0	.	10	5
38	0.1	.	6	3
39	0.2	0.1	0	-5
40	-0.1	.	-7	-16
41	-0.1	-1.0	2	-1
42	0.6	-0.3	2	2
43	0.2	.	5	0
44	-0.6	0.2	0	-2
45	0.4	.	-3	2
46	3.1	.	-3	4
47	0.4&0.1	0.0&-0.1	1&5	-1&6
48	0.2	.	-3	-2
49	0.0	-0.5	0	0
50	-0.3	-0.1	-1	9
